Bioassay records deposited in PubChem BioAssay by several laboratories.
MEP2-GFP yeast = modulators of TOR pathway MEP2-GFP in S. cerevisiae; 330,000 compounds, 0.51% hits; GFP response vs DMSO, % at 10 µM; S. cerevisiae MEP2-GFP strain, flow cytometry GFP, 3 h; 100% = DMSO control level; AID 2016;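 active = GFP response versus DMSO above a set limit, roughly screen mean plus 3 SD, cut at about 180% in these data; inconclusive = fewer than 70 cells counted for a yeast strain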;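 note: median GFP fluorescence of the barcode-gated MEP2-GFP cells per well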
VLA-4 inh = inhibition in a human VLA-4 binding assay; P13612; VLA-4 expressing cells, ligand binding flow cytometry; inhibition, % (about 7 µM as worked out from the volumes in the protocol); 330,000 compounds, 0.2% hits; AID 2557; in the data active = inhibition above about 50%
AGP1 TOR yeast = alters AGP1-GFP fluorescence in TOR pathway yeast screen. S. cerevisiae AGP1-GFP multiplex flow cytometry, 3 h; GFP as percent of DMSO wells. GFP response vs DMSO, % at 10 µM. 320,000 compounds, 0.02% hits;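 active = GFP response relative to DMSO above a set limit, near screen average plus 3 SD, cut at about 150% in these data; inconclusive = fewer than 70 cells counted for the yeast strain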;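 note: median GFP channel fluorescence of the gated AGP1 strain per well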
CIT2 TOR yeast = alters CIT2-GFP fluorescence in TOR pathway yeast screen; S. cerevisiae CIT2-GFP strain, flow cytometry, 3 h; 100 means same as DMSO wells; GFP response vs DMSO, % at 10 µM; 320,000 compounds, 0.065% hits; AID 2029;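 active = GFP response relative to DMSO above a set limit, near the screen mean plus 3 SD, cut at about 150% in these data; inconclusive = Fewer than 70 cells measured for a yeast strain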;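 note: ratio of well median GFP fluorescence to mean of DMSO wells on the plate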
LAP4 TOR yeast = alters LAP4-GFP fluorescence in TOR pathway yeast screen; S. cerevisiae LAP4-GFP multiplex, flow cytometry GFP, 3 h; median GFP as percent of DMSO wells; GFP response vs DMSO, % at 10 µM; 320,000 compounds, 0.34% hits; AID 2023;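 active = GFP response vs DMSO above a set limit, about the screen mean plus 3 SD, cut at about 150% in these data; inconclusive = under 70 cell events counted for the yeast strain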
GRK2 inh = inhibitors of human GRK2 displacing RNA aptamer | P25098 | bead flow cytometry, FAM-aptamer displacement from GRK2 | inhibition of aptamer binding, % at 10 µM | 330,000 compounds, 0.59% hits;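 active = inhibition of aptamer binding above 40%, roughly 3 SD of noise, on plates passing a quality check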;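 note: median bead fluorescence of bound FAM aptamer so fluorescent compounds give negative values; no value below 0 was filed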
Target sequence (P25098 whole entry, looked up): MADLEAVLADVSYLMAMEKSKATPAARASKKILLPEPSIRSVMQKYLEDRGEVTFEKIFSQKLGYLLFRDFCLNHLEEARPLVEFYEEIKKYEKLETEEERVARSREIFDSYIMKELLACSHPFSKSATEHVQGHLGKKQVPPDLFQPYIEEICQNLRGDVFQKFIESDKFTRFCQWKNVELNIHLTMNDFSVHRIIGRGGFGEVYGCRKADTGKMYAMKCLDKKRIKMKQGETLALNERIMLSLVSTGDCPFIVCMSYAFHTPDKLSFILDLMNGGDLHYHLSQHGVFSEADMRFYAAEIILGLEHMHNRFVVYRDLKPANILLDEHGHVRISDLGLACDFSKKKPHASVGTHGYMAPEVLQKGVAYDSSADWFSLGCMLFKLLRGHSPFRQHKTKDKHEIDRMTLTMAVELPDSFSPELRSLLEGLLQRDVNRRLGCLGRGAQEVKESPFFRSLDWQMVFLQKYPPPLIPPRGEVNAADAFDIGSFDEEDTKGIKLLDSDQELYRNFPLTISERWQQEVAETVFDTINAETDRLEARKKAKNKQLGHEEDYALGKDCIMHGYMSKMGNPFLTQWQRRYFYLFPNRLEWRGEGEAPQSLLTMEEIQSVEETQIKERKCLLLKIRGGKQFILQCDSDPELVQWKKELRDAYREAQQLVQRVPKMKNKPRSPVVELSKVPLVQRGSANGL
JMJD2C inh = blocks human GASC-1 demethylase activity; 330,000 compounds, 0.069% hits; inhibition, % at 2.35 µM; Q9H3R0; GST-JMJD2C(1-420) H3K9me3 demethylation, DELFIA europium;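 active = more than half of a compound's replicate wells show inhibition beyond 50%, single wells judged on their own value; inconclusive = some, but no more than half, of replicates pass 50% inhibition; inactive = no replicate passes 50% inhibition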;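 note: signal counts dimethyl H3K9 product captured on neutravidin plate; 0% = median of DMSO wells and 100% = 0.3 times that DMSO median; strong numbers were not always called active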
Target sequence (Q9H3R0 1-420 limits assumed): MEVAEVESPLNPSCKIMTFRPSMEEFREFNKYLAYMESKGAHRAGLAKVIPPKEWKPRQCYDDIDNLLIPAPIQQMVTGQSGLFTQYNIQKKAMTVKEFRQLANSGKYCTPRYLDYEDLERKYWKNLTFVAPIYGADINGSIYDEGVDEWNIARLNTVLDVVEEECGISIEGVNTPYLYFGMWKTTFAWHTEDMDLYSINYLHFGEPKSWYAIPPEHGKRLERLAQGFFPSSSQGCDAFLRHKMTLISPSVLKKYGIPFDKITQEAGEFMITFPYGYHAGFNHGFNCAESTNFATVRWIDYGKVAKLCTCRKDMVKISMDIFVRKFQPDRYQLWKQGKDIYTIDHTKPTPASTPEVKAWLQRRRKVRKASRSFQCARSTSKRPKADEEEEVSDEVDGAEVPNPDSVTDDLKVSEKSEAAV
RPL19A-GFP yeast = yeast TOR pathway RPL19A-GFP modulation; percent response vs DMSO, % at 10 µM; 330,000 compounds, 0.3% hits; S. cerevisiae RPL19A-GFP strain, flow cytometry, 3 h; stronger effect = lower value;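 active = percent response vs DMSO below 50%; inconclusive = fewer than 70 events counted for the yeast strain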;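 note: median channel GFP fluorescence of the barcoded RPL19A-GFP strain; ratio of sample median GFP to plate DMSO average so 100% = DMSO; lower means less RPL19A-GFP as with rapamycin TOR inhibition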
Active calls of the source: *; i = inactive; ? = inconclusive; · = not tested or not shown; [ ] = dose if it differs, or a comment. No enrichment for hits. Share with any hit: about 1.7%.

Sample of the layout:
SMILES	MEP2-GFP yeast	VLA-4 inh	AGP1 TOR yeast	CIT2 TOR yeast	LAP4 TOR yeast	GRK2 inh	JMJD2C inh	RPL19A-GFP yeast
CCNC(=S)N1CCN(S(=O)(=O)c2cccc(C(F)(F)F)c2)CC1	96	4	96	96	94	0	-3	102
CCc1ccc(-c2cc(C)no2)cc1S(=O)(=O)N1CCN(c2ccccc2OC)CC1	104	3	102	102	97	2	-12	101

This part in full, repeating the preview:
SMILES	MEP2-GFP yeast	VLA-4 inh	AGP1 TOR yeast	CIT2 TOR yeast	LAP4 TOR yeast	GRK2 inh	JMJD2C inh	RPL19A-GFP yeast
CCNC(=S)N1CCN(S(=O)(=O)c2cccc(C(F)(F)F)c2)CC1	96	4	96	96	94	0	-3	102
CCc1ccc(-c2cc(C)no2)cc1S(=O)(=O)N1CCN(c2ccccc2OC)CC1	104	3	102	102	97	2	-12	101
S=C(NCC1CCCO1)Nc1ccc(Cl)cc1 (stereo not drawn)	100	16	90	90	85	3	-44	97
CC(Sc1nnc(-c2ccccc2)c(-c2ccccc2)n1)C(=O)NCC1CCCO1 (stereo not drawn)	116	-7	101	100	104	4	3	99
Cc1ccc2cc(CN(C)S(C)(=O)=O)c(=O)[nH]c2c1	97	8	94	94	98	0	-5	96
CCN1CCc2nc(N)sc2C1	107	0	103	100	104	2	7	98
COc1ccccc1NC(=O)C1CCCN(S(=O)(=O)c2ccc3[nH]c(=O)ccc3c2)C1 (stereo not drawn)	109	49	105	100	108	3	-2	98
CC1CCN(c2nc3ccc(C(=O)N4CCN(Cc5ccccc5)CC4)cc3s2)CC1	100	1	97	95	101	0	55	97
Cc1nc2sc(C(c3ccco3)N3CCC4(CC3)OCCO4)c(O)n2n1 (stereo not drawn)	100	10	97	97	92	0	61	95
O=c1[nH]c(N2CCCCC2)nc2c1CCCC2	91	17	98	96	98	3	13	98
Cc1cccc(-n2ncc3c2CCCC3NC(=O)CCc2ccncc2)c1C (stereo not drawn)	108	-3	103	101	103	4	-3	108
O=C(Nc1nccs1)c1ccc(CSc2ccccc2)o1	106	12	104	93	112	1	-1	103
Cc1cccc(CS(=O)(=O)Cc2ccc(C(=O)NCCCN3CCOCC3)o2)c1	98	5	96	96	104	0	8	100
O=C(COc1ccc(S(=O)(=O)N2CCOCC2)cc1)NCc1ccccn1	?	0	?	?	?	3	-7	?
CCN1CCN(Cc2cc(=O)oc3cc(C)cc(C)c23)CC1	88	5	85	90	87	0	0	83
O=C(CSCc1ccc(F)cc1)N1CCN(c2ccccc2)CC1	93	-2	91	88	98	0	-3	95
COc1ccc(CN2C(=O)c3cccnc3C2=O)cc1S(=O)(=O)N(C)c1ccc(C)cc1	102	5	100	100	101	2	-17	101
O=C1c2ccccc2-c2c1nc1c([n+]2[O-])CCCC1	104	3	107	109	103	0	0	112
COCCn1c(SCC(=O)Nc2ccccc2F)nc2c([nH]c3ccccc32)c1=O	108	-3	90	101	90	4	7	106
CCc1ccc(Nc2nc(N)nc(CSc3nnnn3-c3ccccc3)n2)cc1	99	-16	101	91	98	0	8	97
COCCNC(=S)N(CCc1c(C)[nH]c2ccc(Cl)cc12)Cc1cccs1	100	8	105	94	114	0	·	96
C=CCn1cnc2c(c1=O)c1nc3ccccc3nc1n2/N=C/c1cccc(OC)c1OC	104	-11	93	96	126	0	·	97
O=C1CCC(C(=O)OC(C(=O)c2c[nH]c3ccccc23)c2ccccc2)=NN1 (stereo not drawn)	105	1	99	104	101	11	11	102
COc1ccc(OC)c(S(=O)(=O)NCCC(C)C)c1	98	-3	94	92	107	0	-21	97
Clc1ccc(-c2cn(-c3ccc(Cl)cc3)c3[n+]2CCCCC3)cc1	98	16	·	·	·	0	2	94
Cc1ccc(C(=O)N/C(=C\c2ccco2)C(=O)N2CCOCC2)cc1C	101	-11	94	90	94	6	3	95
O=C(Nc1ccc2c(c1)OCCO2)c1cccc2nc3ccccc3nc12	106	-34	105	109	100	0	1	98
CCc1ccc(C(=O)NC(C(=O)NCC2CCCO2)C(C)C)cc1 (stereo not drawn)	95	2	98	94	96	0	28	95
N#C/C(=C\Nc1ccc2c(c1)OCCO2)C(=O)NCc1ccco1	95	-2	109	113	113	0	2	103
CCOC(=O)N1CCN(C(=O)C2CCN(S(=O)(=O)c3c(C)cc(C)cc3C)CC2)CC1	99	32	107	103	94	0	-26	104
Nc1cccc2c1C(=O)N(Cc1cccc(Cl)c1)C2=O	100	-8	102	98	120	0	-3	99
CC/C(O)=C(/C#N)c1nnc2n1CCCCC2	103	-2	100	98	91	0	0	99
COc1cccc(C(=O)Nc2nnc(C(C)C)s2)c1	99	0	96	83	104	0	7	100
CCOC(=O)N1CCN(Cc2nc(N)nc(Nc3ccc(Oc4ccccc4)cc3)n2)CC1	98	3	108	108	99	0	2	101
O=c1c2ccccc2nc2n1CCCS2	92	-9	98	99	91	1	-13	94
CCn1c(=O)c(C)nn2c3ccccc3nc12	103	8	103	102	98	0	4	99
O=C(c1ccccc1)N1CC(COc2ccccc2)OC(c2ccco2)O1 (stereo not drawn)	96	3	99	83	102	0	0	92
O=C(NC(=S)Nc1ccc(S(=O)(=O)Nc2nccs2)cc1)C1CC1	109	-1	103	105	104	2	-5	112
Nn1c(Cc2cccc3ccccc23)nnc1SCc1ccccc1	102	0	100	90	100	3	-1	98
COc1ccc(N2CCN(C(=O)c3cc(-c4cccs4)nc4ccccc34)CC2)cc1	95	-5	102	87	115	3	15	95
CC1CCN(CCCN2C(=O)C3C(C(=O)Nc4cccc(Cl)c4)C4C=CC3(O4)C2C(=O)NC2CCCCC2)CC1 (stereo not drawn)	104	11	103	105	97	0	18	104
CCN(CC)CCN1C(=O)C(=O)/C(=C(/O)c2ccncc2)C1c1ccccc1F (stereo not drawn)	90	0	100	102	90	4	1	96
CCOC(=O)[C@H]1[C@H]2COc3ccccc3[C@@H]2N2C(=O)CN(CC3CCCO3)C(=O)[C@@]12C (stereo partly drawn)	98	26	98	95	97	0	·	95
Cc1cc(C)c(C(=O)CSC2=NC(N)=C(C#N)C3(CCCCC3)C2C(N)=O)cc1C (stereo not drawn)	100	7	97	97	105	3	8	101
COc1ccc(NC(=O)Nc2cccc3cccnc23)cc1	101	9	93	83	125	0	4	92
N#CC1=C(N)Nc2nc3ccccc3n2C1c1ccc(F)cc1 (stereo not drawn)	106	-6	105	101	100	0	-3	104
Cn1c(=O)c2c(nc(N3CCN(c4ccccn4)CC3)n2Cc2ccccc2Cl)n(C)c1=O	101	-4	96	95	91	4	-4	94
CC(C)COc1ccc(C(=O)OCC(=O)NCCC2=CCCCC2)cc1	101	-2	107	107	104	1	-5	101
CCOC(=O)Cc1csc(NC(=O)c2ccc(Br)o2)n1	106	-6	101	110	105	1	11	101
Cc1ccc(C(=O)OC(C(=O)Nc2ccc(Cl)cc2C(F)(F)F)c2ccccc2)cc1 (stereo not drawn)	107	30	103	103	102	0	-5	102
COc1ccc(CCNC(=O)COC(=O)/C=C/c2ccc(OCC#N)c(OC)c2)cc1OC	113	-7	113	120	114	0	-3	122
CC(=O)Cc1nsc(NC(=O)c2ccc(-c3cccc(Cl)c3)o2)n1	94	0	94	91	95	2	-1	98
Cc1nn(Cc2ccccc2)c(N)c1C#N	103	12	98	100	98	0	7	96
CC(=O)N1CCc2cc(S(=O)(=O)NCC(=O)NCc3ccccc3Cl)ccc21	104	3	105	104	99	0	-1	99
CSCC[C@H](NC(=O)COc1ccc(Cl)cc1Cl)c1nc2ccccc2[nH]1	102	0	107	108	94	1	-2	106
COc1ccc(N(CC(=O)NCc2ccc(F)cc2)C(=O)CCC(=O)Nc2nccs2)cc1	98	5	97	91	97	0	-22	97
O=C(COC(=O)C1CCN(S(=O)(=O)c2cccs2)CC1)Nc1ccc(F)cc1Cl	103	0	94	92	94	0	-7	97
O=C(CCc1nnc(CCCCc2ccccc2)o1)NC(c1cccnc1)C(F)(F)F (stereo not drawn)	110	0	108	103	96	0	-2	109
NC(=O)c1c(NC(=O)CN2C(=O)CCC2=O)sc2c1CCCCC2	105	14	103	99	102	1	-9	105
COc1ccc(/C=C/C(=O)c2ccc(Cl)cc2)c(OC)c1	99	14	92	84	111	3	-21	97

Continued.
SMILES	MEP2-GFP yeast	VLA-4 inh	AGP1 TOR yeast	CIT2 TOR yeast	LAP4 TOR yeast	GRK2 inh	JMJD2C inh	RPL19A-GFP yeast
CC(Sc1nnnn1C1CCCC1)C(=O)Nc1cccc(S(=O)(=O)N2CCOCC2)c1 (stereo not drawn)	102	6	102	106	101	0	6	100
Nc1ccc(-c2ccc(N)c(C(=O)O)c2)cc1C(=O)O	123	-13	104	104	96	11	-10	99
CN=Cc1cc(-c2ccccc2)sc1O	103	-2	96	92	123	1	-6	95
COc1ccc(S(=O)(=O)NCC(=O)N(CC(=O)NCC2CCCO2)c2cc(C)ccc2C)cc1 (stereo not drawn)	108	36	98	104	97	0	-4	97
O=C(CC1C(=O)NCCN1C(=O)Nc1ccc(F)cc1F)Nc1cc(Cl)ccc1Cl (stereo not drawn)	98	0	113	104	104	5	-8	101
N/C(=N\OC(=O)N1CCOCC1)c1ccc(Cl)cc1	102	15	92	93	88	1	-7	99
COc1ccc(OC)c(NC(=O)CN(C)S(=O)(=O)c2ccc3nc(C)sc3c2)c1	100	-10	102	102	104	2	5	104
CCn1c(SCC(=O)c2ccc(OC)cc2)nnc1C1CC1	108	-4	113	110	101	1	2	104
O=C(O)CCCn1nc(C(F)(F)F)c2c1CCCCC2	99	-1	92	88	100	0	-21	101
COc1cccc(Nc2ncnc3c2cnn3C)c1	101	14	95	102	98	1	5	99
CCC(=O)N1N=C(c2ccc(C)o2)CC1c1ccc(OC)cc1 (stereo not drawn)	100	-1	103	91	98	3	-3	104
Cn1cccc1C(=O)NNC(=O)c1ccccc1Br	97	5	107	102	111	4	0	101
COc1ccc(OC)c(C2N(c3ccccn3)C(=O)C3CCCN32)c1 (stereo not drawn)	105	-6	105	111	92	3	1	101
CCc1ccc(-c2ccc(SCC(=O)NCC3CCCO3)nn2)cc1 (stereo not drawn)	130	-3	111	109	117	1	-29	105
Cc1ccc2nc(-c3ccccc3)cn2c1	96	2	88	93	86	0	-10	92
COc1ccc(-c2nc3c([nH]2)c(=O)n(C)c(=O)n3C)c(OC)c1	106	0	98	99	101	3	i	99
O=C(CN1CCOCC1)Nc1scc(-c2ccccc2)c1C(=O)N1CCOCC1	93	6	97	94	98	0	9	98
CC(Cc1ccccc1)N/C=C1\CC(=O)NC1=O (stereo not drawn)	101	4	100	96	98	0	1	102
O=S(=O)(c1ccc2nc(-c3ccccc3)[nH]c2c1)N1CCN(c2ccc(Cl)cc2)CC1	103	8	96	107	97	0	17	97
CCn1cc(C(=O)NCCCOC(C)C)c(=O)c2cc(S(=O)(=O)N3CCC(C)CC3)ccc21	93	-5	98	104	100	0	-4	96
CC1(C)CC(=O)/C(=C(\O)c2ccccc2)C(=NCCO)C1	206*[may fluoresce violet]	26	75[may fluoresce violet]	?	103[may fluoresce violet]	1	-1	38*[may fluoresce violet]
Cc1ccc(N2C(=O)c3cccc4c(N)ccc(c34)C2=O)c2cccnc12	95	-5	94	84	93	0	16	97
CCCS(=O)(=O)c1nnnn1-c1cccc(OC)c1	90	19	79	67	204*	1	10	80
COc1cc(CNC(C)(C)CO)cc(Br)c1OCc1ccccc1	100	6	99	101	99	0	-1	96
